GCN5L2 inh = GCN5L2 (KAT2A) acetyltransferase inhibition | GCN5L2 HAT assay, ThioGlo1 CoA-SH fluorescence | Potency, µM (top dose mostly 58.9 µM), for inactives: at the top dose activity change, negative = inhibition, actives largely listed as inhibitors | AID 504327 | Q92830 | actives 0.21% (n = 390,000)
Target sequence (Q92830 whole entry, looked up): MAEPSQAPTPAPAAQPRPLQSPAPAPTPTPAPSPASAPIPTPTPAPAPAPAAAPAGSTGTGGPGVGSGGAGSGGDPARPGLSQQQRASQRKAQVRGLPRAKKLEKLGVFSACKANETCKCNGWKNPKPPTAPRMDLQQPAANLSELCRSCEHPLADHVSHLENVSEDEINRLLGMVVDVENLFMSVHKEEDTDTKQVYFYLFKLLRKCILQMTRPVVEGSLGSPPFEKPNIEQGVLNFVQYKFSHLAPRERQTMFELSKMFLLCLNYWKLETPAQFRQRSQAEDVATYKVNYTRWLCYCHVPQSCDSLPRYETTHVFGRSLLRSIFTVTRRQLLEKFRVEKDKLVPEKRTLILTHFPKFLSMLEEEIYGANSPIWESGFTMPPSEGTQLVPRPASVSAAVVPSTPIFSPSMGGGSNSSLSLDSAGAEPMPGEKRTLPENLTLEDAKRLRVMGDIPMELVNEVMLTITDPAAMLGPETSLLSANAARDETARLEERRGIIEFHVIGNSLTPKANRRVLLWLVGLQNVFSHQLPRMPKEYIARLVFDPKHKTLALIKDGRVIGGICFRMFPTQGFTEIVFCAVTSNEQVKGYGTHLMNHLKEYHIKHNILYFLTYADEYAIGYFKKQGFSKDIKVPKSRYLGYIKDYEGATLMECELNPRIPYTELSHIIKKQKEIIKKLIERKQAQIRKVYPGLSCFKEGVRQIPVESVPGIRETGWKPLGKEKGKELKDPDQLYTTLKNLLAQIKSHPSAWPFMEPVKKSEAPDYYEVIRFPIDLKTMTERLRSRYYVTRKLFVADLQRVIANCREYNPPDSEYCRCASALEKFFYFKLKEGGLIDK
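Titration-based screen in which CoA formation is detected via maleimide probe ThioGlo1 (50uM) turning fluorescent on thiol reaction; substrates H3(1-25) 75uM and acetyl-CoA 70uM, GCN5L2 20nM, 20 min incubation at room temperature.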
TDP1 cell noCPT = qHTS for Inhibitors of human tyrosyl-DNA phosphodiesterase 1 (TDP1): qHTS in cells in absence of CPT; DT40 Tdp1-/- hTDP1 cells, no CPT, ATP luminescence, 48 h; Potency, µM (top dose mostly 46.2 µM), inactives show at the top dose activity change, negative = growth inhibition, hits mostly inhibitors; actives 15% (n = 420,000); also: nearly all actives have a fitted effect of over 55% in size
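Seeded 400 DT40-hTDP1 cells/well (vehicle DMSO, no 20 nM CPT); pinned compounds; ≥48 hr at 37 °C; CellTiter-Glo luminescence as viability measure.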
TDP1 cell CPT = DT40-hTDP1 cell growth loss with CPT; chicken DT40 Tdp1-/-;hTDP1 cells + 20 nM CPT, ATP luminescence, 48 h; Potency, µM (series often up to 46.2 µM), for inactives: at the highest dose activity change, negative = growth inhibition, most hits filed as inhibitors; actives 12% (n = 420,000); AID 686979; also: nearly all actives have a fitted effect of over 55% in size
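Chicken DT40 Tdp1-/- cells complemented with human TDP1, 400 cells/well, exposed to compounds plus 20 nM camptothecin for at least 48 h at 37 C; viability read as ATP content by CellTiter-Glo luminescence.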
* = called active by the depositor; u = inconclusive; x = no result given; & = joins results of further samples; [ ] = remark or other dose. Calls follow the shape of the dose curve; as a rule, active = well fitted curve in the direction sought with a large enough effect; inconclusive = small, poorly fitted or top-dose-only effect, or another doubt; inactive = no such curve, though single readings can be large; an effect the other way counts as inactive or inconclusive. % is scaled to controls: 0 for no effect and ±100 for the full control effect; potency is read from the fitted curve at half-maximal effect.

structure	TDP1 cell CPT	GCN5L2 inh	TDP1 cell noCPT
CCC(Sc1nc(C)cc(=O)[nH]1)C(=O)Nc1nc2c(s1)CCCC2 (configuration not stated)	u	-6.6%	-25.5%
CSc1nnc(C(C)c2ncc(C(F)(F)F)cc2Cl)n1C (configuration not stated)	6.2%	-5.7%	u
COc1ccc(N(C)C(=O)C2CCN(S(=O)(=O)c3cc(Br)cc4c3N(C(C)=O)CC4)CC2)cc1	-3.7%	-5.8%	-24.0%
CSc1nnc(-c2cccc(C)c2)n1N	-1.8%	-4.4%	3.1%
COc1cc(/C=N/NC(=O)C(Cc2c[nH]c3ccccc23)NC(=O)OCC(C)C)cc([N+](=O)[O-])c1O (configuration not stated)	-2.0%	-3.4%	u
COc1ccc(C2=CC(=O)C[C@H](c3ccc4c(c3)OCO4)C2)cn1	-26.4%	-6.0%	-15.5%
Cc1ccccc1NC(=O)CSC(=O)c1ccccc1	u	-16.4%	-113.6%
CNC(=O)c1c(NC(=O)Cc2coc3ccc(C)cc23)sc2c1CCCC2	u	-10.6%	18.4µM*
COc1ccc([N+](=O)[O-])cc1NC(=O)CCN1CCN(CCO)CC1	-4.9%	0.0%	2.8%
CCN1CCCC1CNC(=O)Cn1cc(C)c(=O)[nH]c1=O (configuration not stated)	-0.9%	x	-1.2%
CC(=O)Nc1ccc(NC(=O)COC(=O)c2ccc([N+](=O)[O-])o2)cc1	-24.4%	-0.7%	u
COc1ccc(Cn2c(CO)cnc2SCC(=O)Nc2cccc(NC(C)=O)c2)cc1	-25.4%	-2.6%	7.6%
Cn1c(=O)c2c(nc(NCc3ccccc3)n2Cc2ccc(Cl)c(Cl)c2)n(C)c1=O	8.2µM*	-0.9%	7.31µM*
CCN(Cc1ccccc1)c1ncnc2c1cnn2-c1ccc(F)cc1	-15.8%	-5.1%	u
COc1ccccc1NC(=O)c1oc2ccccc2c1NC(=O)C(C)C	10.3µM*	2.3%	16.4µM*
CC(C)c1ccc(S(=O)(=O)c2nnn3c2nc(N2CCOCC2)c2sccc23)cc1	u	6.5%	u
COC(=O)c1c(-c2ccc(Cl)cc2)noc1N1CCN(c2ccccc2OC)CC1	u	-13.3%	u
COCCCN(C(=S)Nc1ccc(OC)cc1)C(C)c1ccncc1 (configuration not stated)	12.3%	2.2%	-21.7%
COCCNC(=O)CCC(=O)NNc1nc2ccccc2c2nc(-c3ccccc3)nn12	u	-7.4%&1.9%	u
COc1cc(C(=O)OC2CC[C@]3(C)C4CCC5[C@]6(O)CC(O)[C@]7(O)C(CN8CC(C)CCC8[C@]7(C)O)[C@]6(O)C[C@@]53O[C@]24O)cc(OC)c1OC (some centres not stated)	-0.1%	3.4%	-1.5%
CC(C)(C)c1ccc(S(=O)(=O)NC(=O)C2(C)CCN2C(=O)Cc2ccccc2Cl)cc1 (configuration not stated)	-12.5%	x	-2.4%
CCOC(=O)N1CCC(NC(=O)c2cc(C(=O)NC3CCN(Cc4ccccc4)CC3)ccc2CO)CC1	1.84µM*	2.0%	-24.2%
Cc1ccc(N2CCC(N3CCN(C4CCCCC4)C(CCO)C3)CC2)cc1 (configuration not stated)	-0.1%	-4.1%	-18.5%
Cc1ccc(-c2ccc(S(=O)(=O)NCC3CCCO3)cc2)cc1 (configuration not stated)	u	-6.1%	u
COc1ccc(-c2cn(/N=C/c3ccc(Cl)cc3Cl)c(N)n2)cc1	23.1µM*	-7.8%[0.501 µM]	u
C(=N\n1cncn1)/c1ccc(N2CCOCC2)cc1	-15.3%	0.5%	-22.4%
Cc1cccc(C)c1NC(=O)C1C(c2ccc3c(c2)OCO3)=Nc2ccccc2N1C(=O)c1ccccn1 (configuration not stated)	u	x	20.6µM*
CCC1Oc2ccc(C)cc2N(CC(=O)NCc2ccc(F)cc2)C1=O (configuration not stated)	u	1.4%	u
COc1ccc(S(=O)(=O)NCCSc2ccccc2)cc1OC	-28.9%	x	-28.9%
CC(=O)N1CSCC1C(=O)NNS(=O)(=O)c1ccccc1 (configuration not stated)	5.9%	u	0.9%
Cn1cc(S(=O)(=O)N2CCCC2)cc1C(=O)N1CCN(c2cccc(Cl)c2)CC1	u	-12.7%&-3.4%	u
COc1ccc(CCNC(=O)CCCn2c(=O)c3ccccc3n(Cc3cccc(Cl)c3)c2=O)cc1OC	u	-4.9%	u
COCCCNC(=O)c1csc([C@@H]2O[C@H](CO)[C@H](O)[C@H](O)[C@H]2O)n1	2.4%	x	4.0%
Brc1cccc(-c2nnc3sc(CN4CCCCC4)cn23)c1	u	-6.4%	u
O=C(CSc1nnc(-c2ccccc2)c(-c2ccccc2)n1)NCc1ccco1	u	-2.9%	23.1µM*
COc1cccc(-c2nc3nc(C)cc(C)n3c2Nc2c(C)cccc2C)c1	u	x	u
COc1ccccc1NC(=O)CC(c1ccc(OC(C)C)cc1)c1ccccc1OC (configuration not stated)	16.4µM*	-11.2%	20.6µM*
O=S1(=O)CC(N2CCN(CC3CC3)CC2)CN1Cc1cn(Cc2ccccc2C(F)(F)F)nn1 (configuration not stated)	-2.9%	x	-12.5%
O=C(OCC(=O)N1CCCCCC1)c1cccc(Cl)c1Cl	-1.2%	x	u
CCN(CC)S(=O)(=O)c1cc(NC(=O)CSc2nc3c(cc2C#N)C(=O)CC(C)(C)C3)ccc1C	u	-6.3%	18.4µM*
O=S(=O)(c1ccccc1)N1CCN(C(=S)Nc2ccc(F)cc2)CC1	-3.3%	-0.6%	-11.3%
Cc1nnc(NC(=O)CSCc2cc(=O)c3ccc(C)c(C)c3[nH]2)s1	0.0%	-0.6%	u
CC1(C(=O)NS(=O)(=O)c2ccccc2)CCN1C(=O)c1cccc2ccccc12 (configuration not stated)	-18.1%	x	3.4%
O=C(c1cccc([N+](=O)[O-])c1)N1CCN(CCc2ccncc2)CC1	-10.8%	-3.2%	-2.9%
Cc1ccc(F)cc1NC(=O)C12CC3CC(C1)CC(n1cnc([N+](=O)[O-])n1)(C3)C2	-5.6%	-9.6%	-24.1%
CCC1(c2ccc(F)cc2)NC(=O)N(CC(=O)N2CCN(S(=O)(=O)c3ccc(Cl)cc3)CC2)C1=O (configuration not stated)	u	2.4%	-25.7%
Cc1ccc(C(=O)NCC2CCCO2)cc1S(=O)(=O)N1CCCCC1 (configuration not stated)	-0.5%	-10.4%	4.3%
O=C(Nc1ccccc1)ON=C1CCCC1	-25.0%	45.8%[activator]	-4.7%
CC(=O)Oc1ccc(C2(c3ccc(OC(C)=O)cc3)C(=O)Nc3ccccc32)cc1	5.5%&-4.3%	-3.0%&0.9%	-13.8%&-15.2%
Cc1nn(-c2ccccc2)c(C)c1/C=N/Nc1nc2ccccc2[nH]1	18.4µM*	4.4%	23.1µM*

Further records.
structure	TDP1 cell CPT	GCN5L2 inh	TDP1 cell noCPT
OC(c1cccc(Cl)c1)c1ncc(-c2ccccc2Cl)[nH]1 (configuration not stated)	u	x	u
CC1(C(=O)NS(=O)(=O)c2ccccc2)CCN1C(=O)CC1CC1 (configuration not stated)	-3.1%	x	-1.8%
Cc1ccc2ccc(C(Nc3ccccc3)c3ccc(F)cc3)c(O)c2n1 (configuration not stated)	9.2µM*	x	5.8µM*
NC(=O)c1ccccc1OCC(=O)NS(=O)(=O)c1ccccc1	0.5%	-2.7%	-1.3%
COc1cccc(Cn2c(=O)n(-c3cc(C)cc(C)c3)c(=O)c3oc4ccccc4c32)c1	u	-11.1%	16.4µM*
Cc1cccc(NC(=O)N2CCN3CCCCC3C2)c1C (configuration not stated)	4.2%	-8.4%	2.7%
Cc1c(NC(=O)c2nn(C(C)C)c(=O)c3ccccc23)c(=O)n(-c2ccccc2)n1C	-19.2%	x	-13.4%
CCOC(=O)c1cc2c(c(-c3ccccc3)n1)[C@@H](CCO)N(S(=O)(=O)C(C)(C)C)C2	3.9%	x	-7.8%
CCn1ccnc1CN(C)Cc1cn(-c2cc(C)ccc2C)nc1-c1ccccc1	u	-2.3%	u
CCN(C(=O)C=Cc1ccco1)c1ccccc1	u	x	u
CCOc1ccc(NCc2cccn2-c2nnc(N3CCC(C(=O)NCc4cccc(OC)c4)CC3)s2)cc1	u	-4.7%	6.51µM*
COc1ccc(NC(C)=O)cc1NC(=O)CN1CCN(c2ccccn2)CC1	-8.2%	-2.2%	-3.8%
COc1ccccc1OCc1ccc(C(=O)NCCN(C)C)o1	5.5%	-0.4%	13.3%
O=c1c2c3n(c(=S)nc2[nH]n1-c1ccccc1)CCCCC3	-9.2%	-2.4%[0.501 µM]	-6.9%
O=c1c2[nH]c3ccc(F)cc3c2ncn1CCC1=CCCCC1	-3.1%	-2.6%	-14.3%
CN(C)C(=O)C(=O)c1cccn1-c1ccccc1C#N	1.4%	-0.9%	-6.2%
Cc1cccc(-c2nc(S(=O)(=O)c3ccccc3)c(N3CCN(c4ccccc4)CC3)o2)c1	18.4µM*	-1.6%	7.31µM*
COC(=O)[C@@H]1C[C@@]2(O)[C@@H](O)[C@@H](O)[C@@H](O)C[C@H]2N1CC(c1ccccc1)c1ccccc1	-10.5%	2.8%	-7.3%
N#Cc1ccccc1S(=O)(=O)Nc1ccc2c(c1)C(=O)OC2	-4.6%	-14.3%	-8.1%
CCc1nnc(NS(=O)(=O)c2ccc(NC(=O)c3cccc(OC)c3)cc2)s1	5.8%	-6.2%	27.6%
O=C(NCCCN1CCC(Cc2ccccc2)CC1)c1ccc2nc(N3CCOCC3)sc2c1	u	-6.5%	u
CCN1CCN(C(=O)c2cnn(-c3ncc4c(n3)-c3ccccc3CCC4)c2COC)CC1	-10.3%	x	-23.4%
CC(C)CCNC(=O)C(c1ccco1)N(Cc1cccs1)C(=O)Cn1nnc2ccccc21 (configuration not stated)	25.9µM*	-13.3%	u
CC(C)(C)NC(=O)C1CC1(c1ccccc1)c1ccccc1 (configuration not stated)	u	6.0%	-26.1%
COc1cccc(NC(=O)CSc2nc3ccccc3nc2N2CCOCC2)c1	u	-10.5%&-8.1%	u

Three structures already listed, arranged by SMILES length, descending.
structure	TDP1 cell CPT	GCN5L2 inh	TDP1 cell noCPT
CSc1nnc(C(C)c2ncc(C(F)(F)F)cc2Cl)n1C (configuration not stated)	6.2%	-5.7%	u
Cc1cccc(NC(=O)N2CCN3CCCCC3C2)c1C (configuration not stated)	4.2%	-8.4%	2.7%
O=C(Nc1ccccc1)ON=C1CCCC1	-25.0%	45.8%[activator]	-4.7%

Next part.
structure	TDP1 cell CPT	GCN5L2 inh	TDP1 cell noCPT
CCOc1ccc(N2C(=O)/C(=C/c3ccco3)N(C)C2=S)cc1	-27.0%	18.0%	-21.1%
COc1cc(/C=N/NC(=O)Cc2ccccc2)ccc1Oc1ccc([N+](=O)[O-])cc1[N+](=O)[O-]	u	-6.9%	u
CC(=O)c1c(C)[nH]c(C(=O)NNC(=O)c2ccc(Br)cc2)c1C	15.0%	-2.3%	u
c1coc(-c2nc(-c3ccncc3)no2)c1	-26.1%	4.2%	u
O=C(Nc1ccccn1)C1CCCN(c2ncnc3c2nc2n3CCCCC2)C1 (configuration not stated)	u	-11.4%	14.6µM*
CCCCCCCCCSc1n[nH]c(N)n1	-1.1%	-12.4%	0.9%
COc1ccccc1NC(=O)C1CCCN(c2nc(C)cc(C)n2)C1 (configuration not stated)	3.2%	-3.4%	-0.2%
Cc1c2cnn(-c3ccccc3)c(=O)c2c(C)n1CC(=O)NCc1ccccc1	u	0.8%	-29.1%
CCOc1ccc(NC(=O)N2CCC(n3nnc4cc(C)ccc43)CC2)cc1	u	-26.3%	u
CCn1c(CNC(=O)C(C)(C)C)nc2ccccc21	-8.2%	-5.8%	-19.0%
COC(=O)c1c(NC(=O)CCl)sc(C(=O)N2CCOCC2)c1C	u	-2.1%	5.17µM*
COc1ccc(Cn2ccnc2SCC(=O)Nc2ccc3c(c2)OCCO3)cc1	u	1.3%	-8.9%
CC1(C)Cc2c(cnn2-c2ccc(F)cc2)C(NC(=O)CN2CCCC2=O)C1 (configuration not stated)	8.9%	-12.5%	6.3%
O=C(Nc1c(C(=O)N2CCN(c3ccccn3)CC2)oc2ccccc12)c1cccc([N+](=O)[O-])c1	u	-4.2%	u
O=C(O)CCSc1nc2ccccc2c(=O)[nH]1	-4.1%	0.5%	5.1%
O=C(c1ccc(=O)[nH]n1)N1CCN(S(=O)(=O)c2ccc3ccccc3c2)CC1	3.9%	0.9%	-21.2%

Some values from the entries so far.
Cc1cccc(NC(=O)N2CCN3CCCCC3C2)c1C (configuration not stated) – TDP1 cell CPT = 4.2%
CCC1(c2ccc(F)cc2)NC(=O)N(CC(=O)N2CCN(S(=O)(=O)c3ccc(Cl)cc3)CC2)C1=O (configuration not stated) – GCN5L2 inh = 2.4%

Source: PubChem BioAssay
